High-throughput results: PubChem, National Center for Advancing Translational Sciences (NCATS)
ALOX12 inh: ALOX12 (human) lipoxygenase inhibition; Potency, µM (doses to about 108 µM), inactives show at the highest dose activity change, negative = inhibition, actives largely listed as inhibitors; purified 12hLO, xylenol orange hydroperoxide absorbance; actives 1.1% (n = 580,000); P18054; AID 1671190; active = well fitted inhibition curve with a large enough effect; inconclusive = small, poorly fitted or top-dose-only effect, or another doubt; inactive = no such curve, though single readings can be large or run the other way
Target sequence (P18054 whole entry, looked up): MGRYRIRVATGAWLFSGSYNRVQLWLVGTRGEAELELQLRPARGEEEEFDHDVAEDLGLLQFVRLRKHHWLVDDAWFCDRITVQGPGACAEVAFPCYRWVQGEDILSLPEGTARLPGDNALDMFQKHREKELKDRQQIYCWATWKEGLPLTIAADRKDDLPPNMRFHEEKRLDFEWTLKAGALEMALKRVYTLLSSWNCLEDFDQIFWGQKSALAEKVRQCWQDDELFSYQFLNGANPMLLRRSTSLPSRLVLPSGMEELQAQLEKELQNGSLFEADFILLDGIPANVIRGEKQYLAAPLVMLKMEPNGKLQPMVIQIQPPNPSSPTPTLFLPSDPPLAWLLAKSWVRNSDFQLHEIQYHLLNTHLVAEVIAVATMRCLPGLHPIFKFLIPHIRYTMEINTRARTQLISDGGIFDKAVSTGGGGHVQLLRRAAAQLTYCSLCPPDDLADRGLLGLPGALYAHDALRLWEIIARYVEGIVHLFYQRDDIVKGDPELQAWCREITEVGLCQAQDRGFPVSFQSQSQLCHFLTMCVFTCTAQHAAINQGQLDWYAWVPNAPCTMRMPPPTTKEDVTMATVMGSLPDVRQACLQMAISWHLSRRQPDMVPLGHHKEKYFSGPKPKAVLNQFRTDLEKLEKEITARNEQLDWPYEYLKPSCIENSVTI
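Purified human 12hLO (150 nM final) in 25 mM Hepes, 0.01% Triton X-100, pH 7.0 was preincubated 15 min at room temperature with compound. Then 40 uM arachidonic acid was added, 30 min. Hydroperoxide was read by Fe-XO absorbance ratio 573/405 nm.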
* = called active by the depositor; ? = inconclusive; [ ] = remark or other dose. % is scaled to controls: 0 for no effect and ±100 for the full control effect; potency is read from the fitted curve at half-maximal effect. An excerpt (hit frequency here may not be typical).

SMILES	ALOX12 inh
O=C(NCc1ccc2c(c1)OCO2)[C@@H]1C[C@@H](c2ccc(F)cc2)N(CCOc2ccccc2)C1	?
CC(C)N1CCC(OCCCNC(=O)C2CCCCC(=O)N2)CC1 (centres undefined)	20.4%
O=C1CS(=O)(=O)C2(CCNCC2)N1	?
CC(=O)NCC(=O)N1Cc2ccccc2CC2(CCN(CC3CCNC3)CC2)C1 (centres undefined)	27.4%
COc1ccc(Cn2c3c(c(=O)n2Cc2ccccc2)CCN(C(=O)c2cocn2)C3)cc1	6.9%
CCOc1cccc(CN(C)C(=O)CN2CC3(CCN(C)CC3)CC2=O)c1	?
O=C1CC(c2ccccc2)N(C(=O)CNS(=O)(=O)c2cccnc2)CCCCCN1 (centres undefined)	26.9%
O=C(NCCc1noc(-c2ccncc2)n1)c1ccccc1F	28.2µM*
COc1ccc(-c2ccnc(N[C@H]3CO[C@H]4[C@@H]3OC[C@@H]4NC(=O)CCC(=O)O)n2)cc1	?
CSc1cccc(NC(=O)Nc2cccc(-c3ccc(N4CCOCC4)nn3)c2)c1	5.8%

Three structures from above, sorted by molar mass, low to high.
SMILES	ALOX12 inh
O=C1CS(=O)(=O)C2(CCNCC2)N1	?
CCOc1cccc(CN(C)C(=O)CN2CC3(CCN(C)CC3)CC2=O)c1	?
CSc1cccc(NC(=O)Nc2cccc(-c3ccc(N4CCOCC4)nn3)c2)c1	5.8%

(further entries)
SMILES	ALOX12 inh
O=C(c1[nH]nc2c1CCc1ccccc1-2)N1CCC(c2noc(-c3ccccn3)n2)C1 (centres undefined)	8.3%
CCN1CCCC1CNCc1cc2c(OC)c(OC)c(OC)cc2nc1N(C)C (centres undefined)	13.4%
Cc1cc(C)n(CCNC(=O)c2ccccc2OC2CCN(S(C)(=O)=O)CC2)n1	?
CCS(=O)(=O)Nc1ccc(C)n(CC(=O)NC2CCCCC2)c1=O	11.7%
COCCN1CCC(N2CCN(C(=O)CC3CCCC3)CC2)C1=O (centres undefined)	?
CN1CCCCC12Cc1ccccc1CN(C(=O)CCCC(=O)O)C2 (centres undefined)	10.7%[6.33 µM]
COCCCNC(=O)c1cc(C2CC2)nc2onc(C3CCCN3)c12 (centres undefined)	?
O=c1[nH]c(C2CCCN(Cc3ccc(F)cc3)C2)nn1-c1ccccc1 (centres undefined)	?
CCC1(CO)CCCN(C(=O)CCc2ccc3c(c2)OCO3)C1 (centres undefined)	20.5%
COc1ccc(C(=O)N2C(C(=O)NC(C)C)COC23CCN(C(=O)c2ccc(F)cc2)CC3)cc1 (centres undefined)	32.9%

Sorted by value in ALOX12 inh (lowest first): 5 from the list above.
SMILES	ALOX12 inh
O=C(c1[nH]nc2c1CCc1ccccc1-2)N1CCC(c2noc(-c3ccccn3)n2)C1 (centres undefined)	8.3%
CCS(=O)(=O)Nc1ccc(C)n(CC(=O)NC2CCCCC2)c1=O	11.7%
CCN1CCCC1CNCc1cc2c(OC)c(OC)c(OC)cc2nc1N(C)C (centres undefined)	13.4%
CCC1(CO)CCCN(C(=O)CCc2ccc3c(c2)OCO3)C1 (centres undefined)	20.5%
COc1ccc(C(=O)N2C(C(=O)NC(C)C)COC23CCN(C(=O)c2ccc(F)cc2)CC3)cc1 (centres undefined)	32.9%

(next part)
SMILES	ALOX12 inh
Nc1nc2c(c(NC3CC3)n1)CCN(C(=O)CCCn1cncn1)CC2	39.5%[activator]
O=C1N(CC2CC2)CCOC12CCN([S+](=O)([O-])c1ccc(C(F)(F)F)cc1)CC2	-4.5%[176 µM]
CCCC(=O)N1CCCC(c2noc(COc3ccccc3)n2)C1 (centres undefined)	44.3%[activator]
CN(CC1CCOC1)S(=O)(=O)c1cc(F)ccc1F (centres undefined)	21.9%
CCN1C(=O)C2CC3(CCN(C(=O)c4cnccc4C)CC3)CN2C1=O (centres undefined)	28.7%
O=[S+]([O-])(NCC1CN(Cc2ccncc2Cl)CC12CN(c1ccccc1)C2)c1ccccc1 (centres undefined)	14.3%
COc1ccc(C(=O)N2CCC3(CC2)C(OC)C(=O)N3c2cccc(F)c2)cn1 (centres undefined)	34.3%[activator]
CCCn1c(C)cnc1C1CCN(S(=O)(=O)c2cc(OC)ccc2OC)C1 (centres undefined)	32.6%
CC(C)C(NS(C)(=O)=O)c1nnc2n1CCN(Cc1ccc(Cl)cc1)CC2 (centres undefined)	3.7%
CC(C)N1CC2CCC(C1)N2Cc1ccc(-c2ccsc2)cc1	5.4%[6.33 µM]

Shown as labelled records: entries from further up
Molecule: CCCC(=O)N1CCCC(c2noc(COc3ccccc3)n2)C1 (centres undefined)
- ALOX12 inh: 44.3%[activator]
Molecule: CC(C)C(NS(C)(=O)=O)c1nnc2n1CCN(Cc1ccc(Cl)cc1)CC2 (centres undefined)
- ALOX12 inh: 3.7%

Other structures:
SMILES	ALOX12 inh
COCc1ccc2c(c1)c(OC(C)(C)C(=O)N1CCN(C)CC1)nn2Cc1ccccc1	7.2%[176 µM]
CCCCN1CCN(C(=O)C2CCCN(c3cnn(Cc4ccccc4)c(=O)c3)C2)CC1 (centres undefined)	29.2%
CCCCc1nn(CC(=O)N2CCC(c3ccccc3)CC2)c(=O)n1CC	8.1%
Cc1ccccc1NC(=O)CN1C(=O)NC2(CCC(C(C)(C)C)CC2)C1=O (centres undefined)	?
Cc1cc(-c2ccnc(-n3ncc(C(=O)NCc4cccnc4)c3C3CC3)n2)c(C)s1	4.5%
Cc1noc([C@H]2CCN(Cc3ccsc3)C[C@H]2NC(=O)C2CC2)n1	26.5%
COc1ccc(CN2C(=O)COC[C@H]2C(=O)Nc2cc(F)cc(F)c2)cc1OC	-4.3%
CCNC(=O)c1cccnc1OC1CCN(C(=O)c2cc(C)ccc2C)C1 (centres undefined)	23.7%
O=C(Cn1ccn2nc(-c3ccc(F)cc3)c(CO)c2c1=O)N1CCCc2ccccc21	51.5%[activator]
O=C(C1CN(c2ccccc2)C(=O)N1)N1CCOCC1 (centres undefined)	22.0%[176 µM]
CCC(C(=O)NC1CCN(c2cc(-c3ccc(OC)cc3)[nH]n2)CC1)c1ccccc1 (centres undefined)	31.7%[activator]
Cc1cc(C(=O)NCc2c(C)ncc3c2CCNC3)ccc1F	?
COc1ccc(NC(=O)N[C@H]2[C@H](O)[C@@H](N3CCN(c4ccccc4OC)CC3)[C@@H]3OC[C@H]2O3)cc1	?
CC(C(=O)N1CCc2onc(-c3ccc(C(F)(F)F)cc3)c2C1)N1CCCC1=O (centres undefined)	62.9%[activator]
Cc1ccc(O[C@H]2COCC[C@H]2NC(=O)c2ccc3c(c2)OCO3)cn1	27.8%
O=[S+]([O-])(c1cccc(C(F)(F)F)c1)N1CCn2c(nnc2-c2ccncc2)C1	7.1%[6.33 µM]
COCCN1CC(CO)C2(CCN(Cc3cccc(C#N)c3)CC2)C1 (centres undefined)	69.8%[activator]
O=C1CCN(C(=O)C2CCN(C(=O)NC3CCCCC3)CC2)CCCCCCN1	13.4%
C=CC[C@@H]1C=C(C)C[C@H](C)C[C@H](OC)[C@H]2O[C@@](O)(C(=O)C(=O)N3CCCC[C@H]3C(=O)O[C@H](C(C)=C[C@@H]3CC[C@H](O)[C@H](OC)C3)[C@@H](C)[C@@H](O)CC1=O)[C@@H](C)C[C@@H]2OC	?
CN1CC(=O)N(C2CCCNCC2)Cc2c1ncnc2N1CCN(c2ncccn2)CC1 (centres undefined)	?
O=C1NC2(CCN(C(=O)c3ccccn3)C2)Oc2ccccc21 (centres undefined)	15.2%[176 µM]
COc1ccc(CN2CC3(CCN(C(=O)c4cc(-c5ccc(F)cc5)n[nH]4)CC3)C2=O)cc1	19.0%
CCOCCn1nc(C)cc1-c1nc(-c2ccc(C)nn2)no1	51.0%[activator]
CN(CCOC(=O)CCCc1ccccc1)C1CN(Cc2cn(Cc3ccccc3F)nn2)S(=O)(=O)C1 (centres undefined)	-7.2%
O=C(N1CCCC1)N1CCN(c2cc(Cl)ncn2)C(=O)C1	10.8%[6.33 µM]
CC(C)c1cc(C(=O)NCCc2noc(C3CCCO3)n2)nc2ncnn12 (centres undefined)	6.8%
O=C(c1ccc(C(F)(F)F)cc1)N1CCCC2(CC(c3cccnc3)=NO2)C1 (centres undefined)	4.9%[6.33 µM]
CCC(CC)C(=O)NC[C@@H]1C=C(C)[C@H](Cc2nc3ccc(C)cc3[nH]2)C[C@H]1C(C)C	?
COC[C@@H]1CN(S(=O)(=O)c2ccccc2F)C[C@H]1c1ccncc1	18.6%
C=C1[C@@H](CCO)N(S(=O)C(C)(C)C)C[C@@H]1C (some centres undefined)	-4.2%
O=[S+]([O-])(c1cccc(C(F)(F)F)c1)N1CCCC2(CC(c3ccccc3)=NO2)C1 (centres undefined)	-1.1%[6.33 µM]
CCn1c2c(c(=O)n1-c1ccccc1)CCN(C(=O)c1cccc(N(C)C)c1)C2	6.5%[176 µM]
c1ccc([C@@H]2C[C@H]2c2nc(C3CCOCC3)n[nH]2)cc1	39.4%[activator]
Cc1noc(-c2ccc(OC3CN(C(=O)Nc4cccc(F)c4)C3)cc2)n1	20.7%
CCc1noc(-c2ccn3c(CNC(=O)c4ccoc4)nnc3c2)n1	38.8%[activator]
CN1CCCCCCN(C(=O)c2ccco2)[C@H]2CCC[C@H]2C1=O	42.5%[activator]
O=C(c1cccnc1)N1C[C@@H](F)[C@@H](OCc2nc3ccc(C(F)(F)F)cc3[nH]2)C1	-10.6%[176 µM]
COCCN1C(=O)[C@@H]2C[C@@H](CN2C(=O)NCc2ccccc2)Oc2ccccc21	20.4%[176 µM]
CC(C)c1ccc(N2CC(C(=O)NCc3cncn3C3CC3)CC2=O)cc1 (centres undefined)	65.5%[activator]
O=c1[nH]c(-c2ccc(F)cc2)nc2c1CCN(S(=O)(=O)c1ccc3c(c1)CCC3)C2	13.2%
Cn1c(CCNC(=O)CCc2ccc3c(c2)CN(C(=O)C2CC2)CCO3)nc2ccccc21	-5.3%
CN(C)c1ccc(CN[C@H]2C[C@H]3C(=O)NC[C@@H](CCC(=O)N4CCCC4)N3C2)cc1	?
FC(F)(F)c1ccc2nc([C@H]3CCN(Cc4ccccn4)C3)[nH]c2c1	21.9%[176 µM]
CN1CCC(N[C@@H]2CO[C@H](CNC(=O)c3cccs3)[C@H]2O)CC1	61.5%[activator][176 µM]
c1cnc(N2CCOCC2)c(OC2CCNC2)n1 (centres undefined)	29.2%
COC(=O)CNC(=O)c1ccc2nccn2c1	35.0%[activator][176 µM]
COc1ccc(CN2C(=O)[C@@H]3C[C@@H](O)CN3C3(CN(C4CCCCC4)C3)C2=O)cc1	6.2%[176 µM]
COC[C@@H]1CN(C(=O)c2ccc3ncccc3c2)C[C@H]1c1ccccn1	5.3%
NC(=O)COc1cccc(CN2CCN(c3ccc(F)cc3F)CC2)c1	2.4%
CC(C)NC(=O)C1COC2(CCN(C(=O)c3ccc(F)cc3F)CC2)N1C(=O)c1ccc(F)cc1 (centres undefined)	53.9%[activator]
New compounds follow:
SMILES	ALOX12 inh
Cc1nc([C@@H]2CN(C(=O)CCCc3nc4ccccc4s3)C[C@H]2C(N)=O)n[nH]1	?
CCCCCCCC(=O)N[C@H]1CC[C@@]23CCCN2C(=O)CCC[C@H]3[C@H]1Cc1ccccc1	-10.4%
NC(=O)CCC[C@@H]1[C@H]2CCCN3CCC[C@@H](CN1Cc1ccccc1)[C@@H]23	57.1%[activator]
COCCN1CCC(C(=O)Nc2ccc(Oc3ccccc3F)cc2)CC1	-2.9%
Cc1ccc(-c2noc([C@@](C)(N)Cc3ccccc3)n2)nn1	4.2%
CN1CCN(C(=O)c2ccnc(-c3nnc4ccc(N(C)C)nn34)c2)CC1	?
CN(C)S(=O)(=O)N1C[C@@H]2CC[C@H](C1)N(C(=O)CCn1cnnn1)C2	77.4%[activator]
CCOc1cc(C=C2C(=O)N(c3ccccc3)N=C2C)cc(Cl)c1OCC(=O)OC	-5.7%[57.4 µM]
COc1ccc(CCC(=O)N2C[C@@H](CO)[C@H](c3nc(C)no3)C2)cc1	15.5%
COCCNC(=O)C1COC2(CCN(C(=O)c3ccc(OC)cc3)CC2)N1C(=O)c1ccccc1C (centres undefined)	13.9%
CCC1(N2CCN(C)CC2)CCN(S(=O)(=O)c2ccccc2)C1 (centres undefined)	44.3%[activator]
CCN1c2cc(C(=O)Nc3ccc(OC(F)(F)F)cc3)ccc2C(=O)N2CCCC21 (centres undefined)	-23.9%
CC(C)Oc1ccc2c(NC(=O)c3ccon3)nn(CC(F)(F)F)c2c1	56.6%[activator]
Cc1cccc(OCCc2noc(C3CCN(C(=O)c4n[nH]c(=O)c5ccccc45)C3)n2)c1 (centres undefined)	3.4%
COc1ccc2c(c1)CCCN2C1CNC1	?
COc1ccccc1CNC(=O)C[C@@H]1c2nc(-c3cccnc3)sc2C[C@@H]2[C@](C)(CO)[C@H](O)CC[C@]21C	8.4%
O=C1CN(Cc2cccs2)CCN1c1ccc(Cl)nn1	?
CCn1ccnc1CN(C)Cc1cn(Cc2ccccc2)nc1-c1cc2ccccc2o1	-5.7%
COCCOC1CN(C2CCN(C(=O)NC(C)(C)C)CC2)C12CCCCC2 (centres undefined)	25.7%
Cc1cnc(C(=O)NC2C[C@H]3CC[C@@H](C2)N3C(=O)c2ccc(C)c(F)c2)cn1 (some centres undefined)	35.9%[activator]
O=C(CCC1CCN(Cc2ccc(OCCO)cc2)CC1)Nc1ccccc1Cl	25.2%
CCOCc1nc(C2CCCN2S(=O)(=O)c2c(C)nn(C)c2C)no1 (centres undefined)	26.6%
O=C(c1ccccc1)N1CCC2(CC1)NCc1ccccc1NC2=O	-0.4%[6.33 µM]
Cc1ccc(C(=O)N2CCCCCCNC(=O)CC2)s1	19.9%
